APEX1 inh = inhibitors of human APE1 endonuclease; Potency, µM (series often up to 65.8 µM), without a hit: at the highest dose activity change, negative = inhibition, actives largely listed as inhibitors; P27695; AID 2517; recombinant APE1, TAMRA/BHQ-2 abasic DNA cleavage fluorescence; actives 0.35% (n = 350,000);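 further: plate controls were vehicle for no effect and reference inhibitor for full effect; nearly all actives have a fitted effect of over 55% in size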
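Enzyme (0.75 nM final) and test compound are incubated 15 min at room temperature before adding 50 nM quenched THF abasic-site duplex. Cleavage dequenches TAMRA, followed at 525/598 nm over three reads one minute apart.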
BLM inh = blocks DNA unwinding by human BLM helicase; P54132; recombinant BLM DNA unwinding, fluorescence dequenching; Potency, µM (doses to about 56.1 µM), inactives show at the highest dose activity change, negative = inhibition, most hits filed as inhibitors; actives 0.2% (n = 350,000);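 further: plate controls were vehicle for no effect and no enzyme for full effect; nearly all actives have a fitted effect of over 35% in size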
Anesthetic bind = binds horse apoferritin like a general anesthetic; P02791; apoferritin/1-aminoanthracene competitive binding, fluorescence; actives 0.074% (n = 350,000); Potency, µM (series often up to 77.5 µM), for inactives: at the top dose activity change, negative = displacement, most hits filed as inhibitors; further: on the % scale 0 is the no-effect control and ±100 the full control effect; nearly all actives have a fitted effect of over 20% in size
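Concentration-response curves derived by four-parameter Hill fitting of normalized fluorescence, where compounds displaced 1-AMA from 10 uM horse apoferritin following a brief 10 min room-temperature incubation; propofol titration acted as positive control.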
Pol eta inh = DNA polymerase eta (human) inhibition | recombinant Pol eta, fluorescent DNA replication assay | Q9Y253 | actives 1.2% (n = 390,000) | Potency, µM (doses to about 114 µM), without a hit: at the top dose activity change, negative = inhibition, usual class: inhibitors | AID 588591; further: on the % scale 0 is the no-effect control and ±100 the full control effect
Target sequence (Q9Y253 whole entry, looked up): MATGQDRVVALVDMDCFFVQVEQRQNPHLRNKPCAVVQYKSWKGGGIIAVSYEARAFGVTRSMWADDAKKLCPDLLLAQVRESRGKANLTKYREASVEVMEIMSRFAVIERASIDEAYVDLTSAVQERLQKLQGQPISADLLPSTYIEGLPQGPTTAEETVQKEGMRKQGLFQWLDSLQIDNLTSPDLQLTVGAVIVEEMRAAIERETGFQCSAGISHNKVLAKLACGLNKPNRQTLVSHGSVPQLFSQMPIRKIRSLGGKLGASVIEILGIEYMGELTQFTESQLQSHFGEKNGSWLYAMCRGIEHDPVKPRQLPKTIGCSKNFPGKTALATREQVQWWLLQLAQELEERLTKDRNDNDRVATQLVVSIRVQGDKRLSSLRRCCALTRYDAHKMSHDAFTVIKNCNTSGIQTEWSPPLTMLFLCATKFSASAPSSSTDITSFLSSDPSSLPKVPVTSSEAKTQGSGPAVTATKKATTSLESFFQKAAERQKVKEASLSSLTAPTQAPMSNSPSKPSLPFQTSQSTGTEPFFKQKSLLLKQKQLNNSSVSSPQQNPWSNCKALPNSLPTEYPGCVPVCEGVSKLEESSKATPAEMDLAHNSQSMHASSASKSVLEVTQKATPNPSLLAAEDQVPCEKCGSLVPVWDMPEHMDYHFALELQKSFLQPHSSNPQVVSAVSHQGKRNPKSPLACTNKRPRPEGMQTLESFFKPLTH
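Fluorescent replication assay: 50 nM final substrate added after a 15 min room-temperature compound preincubation with 10 nM enzyme. Signal taken at 0 min and again at 10 min.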
BAZ2B inh = blocks human BAZ2B. Q9UIF8. AlphaScreen BAZ2B-H3K14Ac peptide displacement. Potency, µM (highest dose often 114 µM), inactives show at the highest dose activity change, negative = inhibition, hits mostly inhibitors. actives 4.4% (n = 360,000); further: on the % scale 0 is the no-effect control and ±100 the full control effect; nearly all actives have a fitted effect of over 60% in size
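AlphaScreen displacement: compounds (up to 110uM) incubated 30 min at room temperature with a preformed 50 nM BAZ2B/50 nM biotinylated H3K14Ac peptide complex in PBS pH 7.4 with Tween-20. Donor and acceptor beads at 10 ug/mL final added, 20 min light-protected before reading.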
Pol kappa inh = DNA polymerase kappa (human) inhibition; Potency, µM (titrated, usually from 107 µM), inactives show top-dose activity, negative = inhibition, most hits filed as inhibitors; Q9UBT6; actives 0.53% (n = 400,000); purified Pol kappa, fluorescent DNA synthesis assay, 10 min; further: on the % scale 0 is the no-effect control and ±100 the full control effect
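First, compounds were pin-transferred onto 10 nM Pol kappa. After 15 min at room temperature, substrate was added to 50 nM final. Fluorescence was then measured kinetically at 0 and 10 min.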
G9a inh = inhibitors of human histone lysine methyltransferase G9a | actives 8.8% (n = 350,000) | Q96KQ7 | Potency, µM (top dose mostly 102 µM), inactives show top-dose activity, negative = inhibition, hits mostly inhibitors | G9a H3K9 monomethylation, AlphaScreen, 2 h; further: on the % scale 0 is the no-effect control and ±100 the full control effect; nearly all actives have a fitted effect of over 75% in size
Target sequence (Q96KQ7 913-1193 limits assumed): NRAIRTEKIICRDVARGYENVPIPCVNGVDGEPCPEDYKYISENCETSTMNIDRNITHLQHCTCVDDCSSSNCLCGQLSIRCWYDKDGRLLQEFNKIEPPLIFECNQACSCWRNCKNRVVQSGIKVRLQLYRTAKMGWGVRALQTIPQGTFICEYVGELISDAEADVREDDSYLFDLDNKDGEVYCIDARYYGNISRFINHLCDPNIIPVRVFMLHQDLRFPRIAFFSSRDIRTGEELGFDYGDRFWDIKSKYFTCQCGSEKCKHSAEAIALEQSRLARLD
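Chemiluminescent proximity detection of H3K9 monomethylation, read after 10 min bead incubation in the dark. Reaction: 20 nM G9a, 500 nM biotin-H3K9 peptide, 20 uM SAM cofactor, 2 h, room temperature, following 15 min enzyme-compound preincubation.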
POLB inh = DNA polymerase beta (human) inhibition; Pol beta primer extension/strand displacement, fluorescence kinetic; Potency, µM (doses to about 114 µM), inactives show at the highest dose activity change, negative = inhibition, usual class: inhibitors; AID 485314; actives 1.3% (n = 340,000); further: on the % scale 0 is the no-effect control and ±100 the full control effect
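Curves were derived by four-parameter Hill fits of normalized qHTS data. The kinetic fluorescent primer-extension read was taken at 0 and 10 min after 50 nM substrate, following a 15 min room-temperature preincubation of 10 nM enzyme with compounds.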
Pol iota inh = DNA polymerase iota (human) inhibition | Q9UNA4 | actives 1% (n = 390,000) | Pol iota fluorescent replication assay, 10 min | Potency, µM (top dose mostly 115 µM), for the others: at the top dose activity, negative = inhibition, usual class: inhibitors
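Fluorescent replication assay read twice, at 0 min and 10 min after adding 50 nM (final) substrate. Enzyme (10 nM) and compounds were first incubated 15 min at room temperature; enzyme-free buffer wells were negative controls.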
* hit, by the source's call; ? = inconclusive; . = not tested or not shown; [ ] = remark or other dose. The call rests on the fitted dose curve; in most records, active means well fitted curve in the direction sought with a large enough effect; inconclusive means small, poorly fitted or top-dose-only effect, or another doubt; inactive means no such curve, though single readings can be large; an effect the other way counts as inactive or inconclusive. Potency means the concentration at half of the fitted maximal effect. Not all compounds are listed, so the mix of outcomes need not match the whole.

The line under a structure holds: APEX1 inh | BLM inh | Anesthetic bind | Pol eta inh | BAZ2B inh | Pol kappa inh | G9a inh | POLB inh | Pol iota inh
Cc1nc(-n2nnc(CO)c2CO)nc2c1CCC2
→ -1% | -6% | -3% | -3% | 4% | -5% | 5% | 0% | -6%
CC[C@@]1(C(=O)OC)N[C@H](CN(C)C(=O)Nc2ccc(Cl)cc2)[C@@H]2C(=O)N(Cc3ccccc3)C(=O)[C@@H]21
→ 6% | . | . | -9% | . | -15% | . | . | -11%
CN(C)Cc1c(O)ccc2c(-c3ccccc3)cc(=O)oc12
→ 5% | -8% | -15% | -4% | -17% | -6% | -27% | -10% | 28%
CCN(CC)C(=O)c1c2c(nc3ccccc13)-c1ccccc1CC2
→ -3% | -4% | 3% | -12% | 3% | -22% | 3%[59 µM] | -13% | 7%
Cc1ccc(NC(=S)/C(=C(\[O-])c2ccc(F)cc2)[n+]2ccccc2)cc1
→ -4% | -3% | -7% | -14% | ? | 2% | 13µM* | 1% | 101%[activator]
COc1ccc(F)c(CN2CCCC(CO)(Cc3cccc(Cl)c3)C2)c1 (configuration not stated)
→ -1% | -5% | -8% | -20% | -6% | -4% | 4% | -2% | 24%
CC(C)(C)OC(=O)C[C@H]1C/C=C\C[C@H](CC(=O)NCCO)C(=O)NC[C@H](c2ccccc2)OC1=O
→ -21% | . | . | -9% | . | -3% | . | . | 2%
COc1ccc2c(c1OC)C(=O)N1C2SC[C@H]1C(=O)NC1CC1 (some centres not stated)
→ 3% | 0% | -2% | 2% | ? | 11% | . | 12% | -16%
C=C(C)COc1ccc2c(C)c(CCC(=O)NC3CC3)c(=O)oc2c1
→ 15% | 2% | -5% | -9% | -2% | -4% | 27% | 9% | ?
O=[N+]([O-])c1ccc(Oc2ccc(F)cc2)c2ccncc12
→ -3% | -1% | ? | ? | 50µM* | -9% | ? | -1% | 14%
CC1CCCC(NC(=O)COC(=O)Cc2ccsc2)C1C (configuration not stated)
→ -2% | -1% | ? | -7% | 10% | -1% | -3% | 0% | 9%
Cc1cc(-c2ccc(/C=N/n3cnnc3)o2)ccc1Cl
→ 3% | -1% | -6% | -19% | ? | -5% | -23%[59 µM] | ? | 23%
Cc1noc(C)c1COc1cccc(C(=O)Nc2ccccc2)c1
→ -8% | . | . | -18% | 5% | 0% | -3%[2.33 µM] | . | 36%[activator]
O=C(Nc1ccc(Cl)cn1)c1cccc2c(Br)cccc12
→ -19% | -9% | 4% | -22% | 4% | -7% | 24% | 0% | 18%
C=CCn1c(NC(=O)c2ccco2)c(S(=O)(=O)c2ccccc2)c2nc3ccccc3nc21
→ 11% | -8% | 79%[activator] | . | -7% | . | ? | 10% | .
CCOC(=O)c1c(NC(=O)c2ccc(C)cc2)sc2c1CC(C)(C)NC2(C)C
→ 2% | -1% | -1% | . | -2% | . | -4% | 0% | .
CC(C)NC(=S)Nc1ccc(Oc2ccccc2)cc1
→ -2% | 7% | ? | -18% | ? | -11% | . | 2% | -2%
Cc1onc(-c2c(Cl)cccc2Cl)c1C(=O)Nc1nccs1
→ -2% | 0% | -9% | 2% | 2% | -9% | 10% | 10% | 3%
O=C(Nc1ncc(Cc2ccccc2)s1)c1cccs1
→ -3% | -15% | ? | ? | 0% | -14% | ? | -1% | 5%
COCCN(C(=O)COC(=O)CCOc1cccc(C)c1)c1c(N)n(Cc2ccccc2)c(=O)[nH]c1=O
→ 47%[activator] | . | . | -13% | -2% | 0% | ? | . | 55%[activator]

Structures shown so far that contain an aryl methoxy group, in the order listed:
The line under a structure holds: APEX1 inh | BLM inh | Anesthetic bind | Pol eta inh | BAZ2B inh | Pol kappa inh | G9a inh | POLB inh | Pol iota inh
COc1ccc(F)c(CN2CCCC(CO)(Cc3cccc(Cl)c3)C2)c1 (configuration not stated)
→ -1% | -5% | -8% | -20% | -6% | -4% | 4% | -2% | 24%
COc1ccc2c(c1OC)C(=O)N1C2SC[C@H]1C(=O)NC1CC1 (some centres not stated)
→ 3% | 0% | -2% | 2% | ? | 11% | . | 12% | -16%

Three compounds already listed, sorted by the value under Pol eta inh, highest first:
compound,Pol eta inh
CN(C)Cc1c(O)ccc2c(-c3ccccc3)cc(=O)oc12,-4%
CC(C)NC(=S)Nc1ccc(Oc2ccccc2)cc1,-18%
COc1ccc(F)c(CN2CCCC(CO)(Cc3cccc(Cl)c3)C2)c1 (configuration not stated),-20%

The listing picks up; the two compounds before the break are reprinted first.
The line under a structure holds: APEX1 inh | BLM inh | Anesthetic bind | Pol eta inh | BAZ2B inh | Pol kappa inh | G9a inh | POLB inh | Pol iota inh
O=C(Nc1ncc(Cc2ccccc2)s1)c1cccs1
→ -3% | -15% | ? | ? | 0% | -14% | ? | -1% | 5%
COCCN(C(=O)COC(=O)CCOc1cccc(C)c1)c1c(N)n(Cc2ccccc2)c(=O)[nH]c1=O
→ 47%[activator] | . | . | -13% | -2% | 0% | ? | . | 55%[activator]
O=C(NCC(O)c1ccc([N+](=O)[O-])cc1)c1cccc(S(=O)(=O)N2CCOCC2)c1 (configuration not stated)
→ 22% | 0% | -13% | -19% | -20% | -7% | 57%[activator] | 13% | -26%
CCc1ccc(-n2nnc(-c3nc(-c4ccccc4)no3)c2C)cc1
→ . | -2% | -4% | -19% | 4% | -17% | 7%[59 µM] | -16% | 39%[activator]
O=C(NCC(O)CO)c1csc(Nc2cccc3ccccc23)n1 (configuration not stated)
→ 26% | -10% | -10% | ? | ? | -11% | 40µM* | 8% | 92%[activator]
CC[C@@H]1CC=C[C@H]2[C@H]1C(=O)N(Cc1ccccc1)[C@H]2c1ccc(C(F)(F)F)cc1
→ -2% | -12% | -2% | -17% | 14% | -12% | 52%[activator][59 µM] | 0% | -21%
COc1ccc(C(=O)Nc2ccccc2-c2nnn(CC(=O)N3CCOCC3)n2)cc1
→ -1% | 0% | -2% | 21% | -1% | -4% | 9% | -23% | -22%
O=C(C1CCN(C2CC(=O)N(c3cccc(Cl)c3)C2=O)CC1)N1CCCCCC1 (configuration not stated)
→ 3% | -1% | -10% | -1% | 3% | -4% | 10µM* | 2% | 0%
O=C(/C=C/c1ccc(Cl)c(Cl)c1)NC1=NCCS1
→ 0% | -1% | -12% | -9% | -15% | -2% | 25% | 1% | 13%
CC1C(=O)C(C)C(c2ccccc2F)NC1c1ccccc1F (configuration not stated)
→ 3% | -4% | -17% | -16% | 19% | 6% | ? | -1% | 14%
Cc1cccc(C)c1NC(=O)c1oc2c(c1C)-c1nn(Cc3ccccc3)cc1CC2
→ . | -4% | -14% | -13% | -11% | -8% | -7%[59 µM] | -25% | 36%[activator]
CCOc1ccc(N=c2scc(-c3ccc(OC)cc3)n2CCO)cc1
→ -2% | -1% | ? | -4% | ? | -15% | 2.8µM* | 4% | 4%
CCOC(=O)c1ccc(NC(=S)N2CCSC2c2ccc(OC)cc2)cc1 (configuration not stated)
→ 5% | -4% | -8% | -19% | 9% | -10% | ? | 9% | 0%
O=C(Nc1ccccc1)c1ccc2c(c1)OCO2
→ -2% | 2% | -2% | -12% | -37% | 0% | 7% | 6% | -17%
CSCCC(NS(=O)(=O)c1ccc(C)cc1)C(=O)NC1CCCCC1 (configuration not stated)
→ 0% | 1% | -5% | -16% | -6% | -2% | 14% | -1% | 29%
CC(C)CN1CN(Cc2ccco2)CNC1=S
→ 2% | 2% | 3% | -20% | -2% | 4% | 3% | 6% | 7%
CCCCn1c(N)c(N(CC(C)C)C(=O)CCCc2cccs2)c(=O)[nH]c1=O
→ 36%[activator] | 1% | -12% | 0% | 0% | -18% | 6% | 12% | 17%
COc1cc(NC(=O)c2cccnc2)ccc1-c1cc2ccccc2oc1=O
→ -2% | -2% | -3% | . | -38% | . | ? | -8% | .
CC1=NOC(=O)/C1=C\c1ccc(-c2ccc(Br)cc2C(=O)O)o1
→ 3% | -2% | -5% | 40µM* | ? | 79µM* | . | 13µM* | ?
CCOc1cccc(C2c3[nH]c4ccccc4c3CCN2C(=O)c2ccccc2F)c1 (configuration not stated)
→ . | -11% | 0% | 1% | -30% | -7%[60.1 µM] | ? | -12% | -8%
COc1ccc2c(c1)CCc1c(C(=O)Nc3c(C)nn(Cc4ccc(Cl)cc4)c3C)noc1-2
→ . | -7% | -12% | -6% | -12% | -12% | -21%[59 µM] | -17% | 8%
CC(=O)Nc1ccc(NC(=O)CCOc2ccccc2C)cc1
→ -3% | -1% | -10% | -16% | -3% | -4% | 8% | 34% | 67%[activator]
O=C(CN1CCN(Cc2ccccc2)CC1)N1N=CCC1c1ccccc1 (configuration not stated)
→ 5% | 2% | 2% | 7% | -38% | -18% | -22% | 3% | -2%
CC(=O)c1cccc(NC(=O)N2CCCC2C(=O)Nc2c(C)cccc2C)c1 (configuration not stated)
→ -4% | -1% | -7% | -8% | -36% | -12% | -14% | -2% | 2%
OC(CNCCC1C=Nc2ccccc21)Cn1c2ccc(Cl)cc2c2cc(Cl)ccc21 (configuration not stated)
→ 6% | -21% | 0% | -9% | 40µM* | -2% | ? | -17% | 31%[activator]
O=C(OCC(=O)N1CCN(c2ccccc2)CC1)c1ccccn1
→ 1% | 3% | -13% | -1% | 0% | -20% | -45% | 17% | 19%
COCCNC(=O)C1CCC(Cn2c(=S)[nH]c3ccccc3c2=O)CC1 (configuration not stated)
→ 1% | -2% | -9% | 6% | -3% | -13% | ? | 15% | 3%
S=c1[nH]nc(-c2cccnc2)o1
→ 2% | 1% | -3% | -6% | ? | -3% | ? | 13% | -6%
Cc1ccc(S(=O)(=O)Nc2ccc(NC(=O)c3cccs3)cc2)cc1
→ -4% | -14% | ? | -13% | -25% | 6% | 27%[12.7 µM] | -6% | 35%[activator]
